Screening results as filed in PubChem BioAssay.
KOR beta-arrestin-1: KOR antagonists, beta-arrestin recruitment, cell-based, luminescence, uHTS (AID 1778). KOR beta-arrestin recruitment, luminescence, antagonist mode; higher % means a stronger effect. one-dose inhibition, % at 10 µM; IC50 in µM for titrated hits. 290,000 compounds, 0.091% hits; note: strong numbers were not always called active
GPR55 antagonists: GPR55 antagonists blocking LPI-driven arrestin recruitment, primary screen, imaging, U2OS, beta-arrestin-GFP, LPI agonist (AID 2013). inhibition, % at 10 µM, or IC50 in µM where a hit was titrated. G-protein coupled receptor 55 (Homo sapiens). U2OS GPR55 beta-arrestin-GFP translocation imaging, LPI antagonism; higher % means a stronger effect. 290,000 compounds, 0.13% hits;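 active = spots per cell inhibited over 60%, with over 100 cells counted and total cytoplasm intensity under 500,000; inconclusive = wells with under 100 cells, flagged as likely toxic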;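 note: U2OS cells stably carrying GPR55 and arrestin-GFP stimulated by 5 µM LPI near EC80; imaged beta-arrestin-GFP aggregate spots per cell after agonist stimulation; plate controls were LPI-stimulated DMSO wells for no effect and DMSO wells without LPI for full effect; some results filed as inactive read as strong as hits; confirmed hits need IC50 under 10 µM and bright autofluorescent wells are also inconclusive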
NOD1 inhibition: NOD1 signaling inhibitors, primary screen, cell-based, luminescence, uHTS (AID 1578) | NOD1-driven NF-kB luciferase reporter cells, luminescence; higher % means a stronger effect | inhibition, % at 4 µM, or EC50 in µM where a hit was titrated | 290,000 compounds, 1% hits; in the data active = inhibition mostly above about 36%, no sharp cut-off; inactive = mostly below about 34%;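 note: HEK-293T reporter cells stimulated with the NOD1 agonist gamma-tri-DAP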
HIV peptide binding: inhibitors of HIV fusion peptide binding, primary screen, biochemical, uHTS, fluorescence dequenching (AID 1986); cell-free peptide binding, fluorescence dequenching, 30 min; higher % means a stronger effect; inhibition, % at 20 µM; hits with a dose series show IC50 in µM; 290,000 compounds, 0.3% hits; in the data active = inhibition mostly above about 52%, no sharp cut-off; inactive = mostly below about 76%; note: some results filed as inactive read as strong as hits
Large T inhibition: SV40 large T antigen inhibitors, biochemical (AID 1903). SV40 large T antigen ATPase/helicase inhibition assay; higher % means a stronger effect. 310,000 compounds, 0.39% hits. inhibition, % at 20 µM; hits with a dose series show IC50 in µM; in the data active = a potency from the dose series; inconclusive = inhibition mostly from about 32% at the one dose, without a potency; inactive = the rest, 99 in 100 with inhibition below about 32%; note: strong numbers were not always called active
KOR beta-arrestin-2: KOR agonists, beta-arrestin recruitment, primary screen, cell-based, luminescence, uHTS (AID 1777) | KOR beta-arrestin recruitment, luminescence; higher % means a stronger effect | Kappa-type opioid receptor (Homo sapiens) | 280,000 compounds, 0.02% hits | activation, % at 10 µM, or EC50 in µM where a hit was titrated; in the data active = activation above about 50%, passing the limit was not always enough; note: a part of the inactive calls stands beside numbers as strong as those of hits
NOD2 inhibition: NOD2 signaling inhibitors, cell-based, luminescence, uHTS, HEK293 (AID 1566). HEK293 NOD2/NF-kB luciferase reporter, luminescence; higher % means a stronger effect. inhibition, % at 4 µM, or EC50 in µM where a hit was titrated. 290,000 compounds, 0.63% hits; note: many of its hits are not listed in these tables
Rac1 GTP hydrolysis: MgcRacGAP GTPase-activating activity inhibitors, confirmation, biochemical, ADP Hunter fluorescence; AID 624330, 2012; 340,000 compounds, 0.6% hits; one-dose inhibition, % at 30 µM; IC50 in µM for titrated hits; Rac GTPase-activating protein 1 (Homo sapiens); MgcRacGAP-stimulated Rac1 GTP hydrolysis, ADP Hunter fluorescence; higher % means a stronger effect; GST-tagged Rac1 F28L mutant substrate;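 active = first-screen hits whose inhibition reached a set limit at any dose in the follow-up dose series; inconclusive = inhibition above the set first-screen limit but never retested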;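 note: fluorescence reports GDP produced by GAP-driven GTP hydrolysis; strong numbers were not always called active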
GPR55 activation: GPR55 agonists via beta-arrestin recruitment, primary screen, imaging, U2OS cells, beta-arrestin-GFP redistribution (AID 1961); U2OS GPR55 beta-arrestin-GFP redistribution imaging; higher % means a stronger effect; one-dose activation, % at 10 µM; EC50 in µM for titrated hits; 290,000 compounds, 0.048% hits; G-protein coupled receptor 55 (Homo sapiens);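 active = activation above 40% with more than 50 cells counted in the well; inconclusive = wells holding fewer than 50 cells, flagged as toxic or sparse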;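 note: U2OS osteosarcoma cells stably expressing GPR55 and beta-arrestin-GFP; plate controls were DMSO negative control for no effect and LPI positive control for full effect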
Numbers without * were called inactive; [ ] = remark or other dose. Cut-off read from the data, not from the text of the source, unless noted: active = inhibition above about 50%; inactive = the rest.

`CCOC(=O)c1cccc(NC(=O)c2cc3ccccc3o2)c1` gave KOR beta-arrestin-1 -22.3%[20 µM], GPR55 antagonists 7.4%, NOD1 inhibition 12.4%, HIV peptide binding -0.2%, Large T inhibition 4.0%, KOR beta-arrestin-2 -8.0%, NOD2 inhibition -97.4%, Rac1 GTP hydrolysis 11.2% and GPR55 activation -0.2%.
For Cc1noc(C)c1S(=O)(=O)Nc1cc(C(F)(F)F)ccc1N1CCOCC1 the results were KOR beta-arrestin-1 -13.6%, GPR55 antagonists 8.2%, NOD1 inhibition -2.7%, HIV peptide binding 0.0%, Large T inhibition 5.4%, KOR beta-arrestin-2 1.2%, NOD2 inhibition 5.5%, Rac1 GTP hydrolysis 12.4% and GPR55 activation -0.4%.
For CC(=O)c1ccc2c3c(cccc13)CC2 the results were KOR beta-arrestin-1 -19.7%, GPR55 antagonists -7.3%, NOD1 inhibition -10.6%, HIV peptide binding -1.0%, Large T inhibition -2.4%, KOR beta-arrestin-2 0.6%, NOD2 inhibition 9.1%, Rac1 GTP hydrolysis 3.6% and GPR55 activation 0.1%.
O=C(NCCc1cccs1)C1CC1 was read as KOR beta-arrestin-1 29.8%, GPR55 antagonists 15.9%, NOD1 inhibition -2.4%, HIV peptide binding -0.3%, Large T inhibition 3.0%, KOR beta-arrestin-2 -1.2%, NOD2 inhibition 10.4%, Rac1 GTP hydrolysis 8.1% and GPR55 activation -0.1%.
Screening CS(=O)(=O)N1CCCC(C(=O)Nc2ccc3c(c2)OCCO3)C1 (configuration not stated) returned KOR beta-arrestin-1 8.9%, GPR55 antagonists 9.1%, NOD1 inhibition -18.0%, HIV peptide binding 0.7%, Large T inhibition 5.4%, KOR beta-arrestin-2 2.4%, NOD2 inhibition 16.5%, Rac1 GTP hydrolysis 9.3% and GPR55 activation -0.7%.
For C=CCN1C(c2ccccc2)=CS/C1=C(\C#N)c1nnc2n1CCCCC2 the results were KOR beta-arrestin-1 -39.1%, GPR55 antagonists -12.7%, NOD1 inhibition -5.9%, HIV peptide binding 0.9%, Large T inhibition 2.9%, KOR beta-arrestin-2 -2.2%, NOD2 inhibition 6.7%, Rac1 GTP hydrolysis 8.3% and GPR55 activation -0.2%.
Screening O=C(CSc1ccc(F)cc1)NNC(=O)c1ccccc1Br returned KOR beta-arrestin-1 17.8%, GPR55 antagonists 2.2%, NOD1 inhibition 17.8%, HIV peptide binding -2.2%, Large T inhibition 7.8%, KOR beta-arrestin-2 0.8%, NOD2 inhibition -35.1%, Rac1 GTP hydrolysis 6.5% and GPR55 activation -0.2%.
`Oc1ccc(-c2nnc(-c3ccccc3)c(-c3ccccc3)n2)cc1` gave KOR beta-arrestin-1 15.4%, GPR55 antagonists 8.1%, NOD1 inhibition 12.5%, HIV peptide binding -0.2%, Large T inhibition 2.3%, KOR beta-arrestin-2 4.5%, NOD2 inhibition 15.5% and GPR55 activation -0.2%.
`CCN(c1cccc(C)c1)S(=O)(=O)c1ccc2c(c1)NC(=O)CCS2` gave KOR beta-arrestin-1 2.4%, GPR55 antagonists 8.8%, NOD1 inhibition -21.2%, HIV peptide binding -0.2%, Large T inhibition 8.4%, KOR beta-arrestin-2 2.1%, NOD2 inhibition 15.0%, Rac1 GTP hydrolysis 9.9% and GPR55 activation -0.1%.
`CCc1nc(SCc2ccc(F)cc2)n[nH]1` gave KOR beta-arrestin-1 -72.1%[20 µM], GPR55 antagonists -18.3%, NOD1 inhibition -17.4%, HIV peptide binding 0.2%, Large T inhibition 3.3%, KOR beta-arrestin-2 0.4%, NOD2 inhibition -11.5%, Rac1 GTP hydrolysis 7.5% and GPR55 activation 0.2%.
For CCN1CCN(c2c(Cl)cccc2NC(=O)c2cc3ccccc3o2)CC1 the results were KOR beta-arrestin-1 -29.8%, GPR55 antagonists 15.0%, NOD1 inhibition -15.5%, HIV peptide binding 1.2%, Large T inhibition 6.1%, KOR beta-arrestin-2 3.7%, NOD2 inhibition -25.2%, Rac1 GTP hydrolysis 7.1% and GPR55 activation -0.1%.
c1ccc(OCCCc2nc(-c3ccncc3)no2)cc1 was read as KOR beta-arrestin-1 6.7%, GPR55 antagonists 9.9%, HIV peptide binding -1.5%, Large T inhibition 23.9%, KOR beta-arrestin-2 2.0%, NOD2 inhibition 9.2%, Rac1 GTP hydrolysis -7.1% and GPR55 activation -0.2%.
CCC1SC(CC)C(=O)N(CC(=O)Nc2ccc3c(c2)OCO3)C1=O (configuration not stated) was read as KOR beta-arrestin-1 14.2%, GPR55 antagonists -21.7%, NOD1 inhibition -34.4%, HIV peptide binding -3.0%, Large T inhibition 23.7%, KOR beta-arrestin-2 -4.4%, NOD2 inhibition 9.4%, Rac1 GTP hydrolysis -1.8% and GPR55 activation -0.6%.
O=S(=O)(NCCc1ccc(Cl)cc1)c1cccc2cccnc12 was read as KOR beta-arrestin-1 2.5%, GPR55 antagonists 7.5%, NOD1 inhibition 2.1%, HIV peptide binding -0.3%, Large T inhibition 25.2%, KOR beta-arrestin-2 3.3%, NOD2 inhibition 13.0%, Rac1 GTP hydrolysis 10.7% and GPR55 activation -0.2%.
For O=C1C2ON(c3ccccc3)C(c3ccncc3)C2C(=O)N1c1ccccc1 (configuration not stated) the results were KOR beta-arrestin-1 -14.5%, GPR55 antagonists 3.6%, NOD1 inhibition 13.0%, HIV peptide binding -0.2%, Large T inhibition 20.1%, KOR beta-arrestin-2 -0.9%, NOD2 inhibition 16.5%, Rac1 GTP hydrolysis 5.5% and GPR55 activation -0.1%.
O=C(CSc1ncn[nH]1)Nc1cccc2ccccc12 was read as KOR beta-arrestin-1 -4.1%, GPR55 antagonists -5.5%, NOD1 inhibition 2.5%, HIV peptide binding 0.9%, Large T inhibition -8.7%, KOR beta-arrestin-2 4.2%, NOD2 inhibition 7.2%, Rac1 GTP hydrolysis 10.8% and GPR55 activation -0.1%.
For O=C(c1cnn2c(C(F)(F)F)cc(-c3ccco3)nc12)N1CCCCCC1 the results were KOR beta-arrestin-1 -7.4%, GPR55 antagonists 10.6%, NOD1 inhibition -6.0%, HIV peptide binding -3.5%, Large T inhibition 2.7%, KOR beta-arrestin-2 -0.7%, NOD2 inhibition 4.5%, Rac1 GTP hydrolysis -1.5% and GPR55 activation 0.3%.
For O=C(O)CCc1nnc2n(Cc3ccc(F)cc3)c(=O)c3ccccc3n12 the results were KOR beta-arrestin-1 19.6%, GPR55 antagonists 4.3%, NOD1 inhibition 8.4%, HIV peptide binding 1.0%, Large T inhibition 10.1%, KOR beta-arrestin-2 -8.5%, NOD2 inhibition 0.7%, Rac1 GTP hydrolysis 1.7% and GPR55 activation 0.2%.
`CCCn1c(SCC(=O)Nc2ccc(NC(C)=O)cc2)nc2c1c(=O)n(C)c(=O)n2C` gave KOR beta-arrestin-1 -12.7%, GPR55 antagonists -7.1%, NOD1 inhibition -26.4%, HIV peptide binding -0.9%, Large T inhibition 4.4%, KOR beta-arrestin-2 -0.2%, NOD2 inhibition 1.9%, Rac1 GTP hydrolysis 4.4% and GPR55 activation 0.6%.
Cc1cc(C(=O)COC(=O)c2ccc(N)c([N+](=O)[O-])c2)c(C)n1-c1ccc2c(c1)OCO2 was read as KOR beta-arrestin-1 -15.1%, GPR55 antagonists 2.8%, NOD1 inhibition 51.4%, HIV peptide binding 4.2%, Large T inhibition 3.7%, KOR beta-arrestin-2 11.2%, NOD2 inhibition 44.5%, Rac1 GTP hydrolysis 6.2% and GPR55 activation 0.5%.
Screening CCn1c(C(=O)NCCCN2CCc3ccccc3C2)cc2sccc21 returned KOR beta-arrestin-1 4.8%, GPR55 antagonists 13.9%, NOD1 inhibition -21.7%, HIV peptide binding 4.0%, Large T inhibition 22.1%, KOR beta-arrestin-2 -1.1%, NOD2 inhibition 3.3%, Rac1 GTP hydrolysis 4.6% and GPR55 activation -0.3%.
C/C=C/CSc1nc2c(c(=O)[nH]c(=O)n2C)n1CCC was read as KOR beta-arrestin-1 22.4%, GPR55 antagonists 7.1%, NOD1 inhibition 15.4%, HIV peptide binding -1.3%, Large T inhibition 15.7%, KOR beta-arrestin-2 -1.6%, NOD2 inhibition 18.8%, Rac1 GTP hydrolysis 6.9% and GPR55 activation -0.3%.
Screening Clc1cccc(-c2nc(NCCN3CCOCC3)c3ccccc3n2)c1 returned KOR beta-arrestin-1 -18.4%[20 µM], GPR55 antagonists 15.7%, NOD1 inhibition -10.0%, HIV peptide binding -1.1%, Large T inhibition 4.4%, KOR beta-arrestin-2 -3.5%, NOD2 inhibition 9.8%, Rac1 GTP hydrolysis 9.0% and GPR55 activation -0.1%.
Screening CCO/C([O-])=N/c1sn[n+](C)c1C returned KOR beta-arrestin-1 29.9%, GPR55 antagonists 3.0%, NOD1 inhibition 3.2%, HIV peptide binding -1.0%, Large T inhibition -5.9%, KOR beta-arrestin-2 2.0%, NOD2 inhibition 6.5% and GPR55 activation 0.0%.
Screening Cc1nccn1CCN(C)Cc1cn(Cc2ccccc2)nc1-c1ccc2c(c1)OCO2 returned KOR beta-arrestin-1 -24.6%[20 µM], GPR55 antagonists 19.6%, NOD1 inhibition -25.4%, HIV peptide binding 0.7%, Large T inhibition 17.5%, KOR beta-arrestin-2 -8.5%, NOD2 inhibition 14.0%, Rac1 GTP hydrolysis -1.7% and GPR55 activation -0.1%.
Nc1ccc(-c2nc3ccc(N)cc3[nH]2)cc1 was read as KOR beta-arrestin-1 1.0%, GPR55 antagonists 4.8%, NOD1 inhibition -29.4%, HIV peptide binding -1.7%, Large T inhibition inconclusive, KOR beta-arrestin-2 -3.5%, NOD2 inhibition -7.0%, Rac1 GTP hydrolysis inconclusive and GPR55 activation -0.3%.
Screening CCOc1ccc(NC(=O)CSc2nc(O)c(C)c(=O)n2-c2ccc(F)cc2)cc1 returned KOR beta-arrestin-1 2.3%, GPR55 antagonists -1.9%, NOD1 inhibition -16.2%, HIV peptide binding -0.7%, Large T inhibition -1.3%, KOR beta-arrestin-2 -1.2%, NOD2 inhibition -12.7%, Rac1 GTP hydrolysis 10.6% and GPR55 activation -0.1%.

Only part of the results is shown (hit frequency here may not be typical).
